TSHR antag: Antagonists of the Thyroid Stimulating Hormone Receptor: HTS campaign | Thyrotropin receptor (Homo sapiens), P16473 | TSHR-expressing cells, TSH-stimulated cAMP HTRF, 2 h; stronger effect = lower value | activity change, negative = inhibition, % at 11.5 µM | hit rate 0.2% among 330,000 | AID 504810, 2011;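 active means activity change below a set negative limit, meaning inhibition stronger than a set level, cut at about -70% in these data; inconclusive means activity change between two set negative limits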; further: on the % scale 0 is the no-effect control and ±100 the full control effect
Target sequence (P16473 whole entry, looked up): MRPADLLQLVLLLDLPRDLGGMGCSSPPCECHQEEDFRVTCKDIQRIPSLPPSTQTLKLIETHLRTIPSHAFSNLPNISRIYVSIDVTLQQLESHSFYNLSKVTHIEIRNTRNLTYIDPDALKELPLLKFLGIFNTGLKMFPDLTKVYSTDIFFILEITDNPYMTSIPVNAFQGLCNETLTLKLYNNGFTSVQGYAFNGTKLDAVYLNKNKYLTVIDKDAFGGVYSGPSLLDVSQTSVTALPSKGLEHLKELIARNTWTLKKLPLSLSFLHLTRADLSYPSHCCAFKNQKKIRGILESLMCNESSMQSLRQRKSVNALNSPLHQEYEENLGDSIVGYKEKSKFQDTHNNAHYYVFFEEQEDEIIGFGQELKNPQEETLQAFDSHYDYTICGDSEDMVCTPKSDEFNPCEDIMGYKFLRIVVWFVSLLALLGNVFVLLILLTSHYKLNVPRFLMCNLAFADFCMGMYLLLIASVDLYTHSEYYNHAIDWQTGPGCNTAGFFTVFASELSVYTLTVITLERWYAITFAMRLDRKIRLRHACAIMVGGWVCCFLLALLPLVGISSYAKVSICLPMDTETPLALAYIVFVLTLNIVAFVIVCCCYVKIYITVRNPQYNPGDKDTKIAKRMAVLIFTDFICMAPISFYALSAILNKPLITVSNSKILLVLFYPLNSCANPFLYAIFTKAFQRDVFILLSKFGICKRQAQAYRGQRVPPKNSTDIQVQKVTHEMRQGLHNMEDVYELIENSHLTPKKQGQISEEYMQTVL
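Competitive HTRF cAMP read-out (cryptate anti-cAMP antibody, cAMP-d2; 30 min, room temperature) in freshly harvested TSHR cells. Compounds added before TSH at EC80 (4nM final), followed by 2 hours' incubation at 37 deg C.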
a7 integrin act: qHTS for Activators of Integrin-Mediated Alleviation for Muscular Dystrophy; alpha7betagal myoblasts, beta-gal FDG fluorescence, 48 h; Potency, µM (titrated, usually from 38.3 µM), without a hit: at the top dose activation, most hits filed as activators; hit rate 0.064% among 350,000; AID 624291, 2012;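 further: potency means the concentration at half of the fitted maximal effect; 100% = response of the positive control SU9516; nearly all actives have a fitted effect of over 60% in size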
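alpha7betagal+/- myoblasts (passage 13, 250/well) treated 48 h at 37C with compounds at 1:260 dilution of DMSO stock. Lysed, then beta-galactosidase activity read as FDG fluorescence (ex 480/em 540) after 30 min, with pre-read for autofluorescence.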
S-ASM inh: Inhibitors of Secretory Acid Sphingomyelinase (S-ASM): qHTS; Sphingomyelin phosphodiesterase (Homo sapiens), P17405; placental ASM, HMU-PC fluorogenic substrate, 60 min; Potency, µM (highest dose often 57.5 µM), without a hit: at the top dose activity change, negative = inhibition, usual class: inhibitors; hit rate 0.006% among 340,000; AID 504937, 2011; further: potency means the concentration at half of the fitted maximal effect
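qHTS format. ASM enzyme prepared from human placenta hydrolyses the fluorogenic substrate HMU-PC0 (9 uM final) over 60 min at 37 °C after a 10 min compound preincubation.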
Menin-MLL TR inh: qHTS Assay for Inhibitors Targeting the Menin-MLL Interaction in MLL Related Leukemias: Competition With Texas Red Labeled MLL-derived Mutant Peptide; Menin + Texas Red MLL mutant peptide, fluorescence polarization; Potency, µM (top dose mostly 61.6 µM), for inactives: at the highest dose FP activity change, negative = inhibition, actives largely listed as inhibitors; O00255; hit rate 0.23% among 270,000; active means well fitted inhibition curve with a large enough effect in the polarisation, with a control signal flat, not every such curve was filed as active; inconclusive means small, poorly fitted or top-dose-only effect, or effect the other way, or a change in a side signal; inactive means no such curve, though single readings can be large or run the other way; the % refers to the polarisation; further: potency means the concentration at half of the fitted maximal effect; % of control where 0% means no effect; many of its hits are not listed in these tables
TSG101-PTAP inh: qHTS Assay for Iinhibitors of HIV-1 Budding by Blocking the Interaction of PTAP/TSG101 | Fluorescence polarization, FITC-PTAP peptide / Tsg101 binding | AID 493005, 2010 | Tumor susceptibility gene 101 protein (Homo sapiens), Q99816 | 340,000 tested, under 10 active | Potency, µM (highest dose often 115 µM), for inactives: at the top dose activity change, negative = inhibition, usual class: inhibitors; active means well fitted inhibition curve with a large enough effect in the main read-out, with a control signal flat, not every such curve was filed as active; inconclusive means small, poorly fitted or top-dose-only effect, or effect the other way, or a change in a side signal; inactive means no such curve, though single readings can be large or run the other way; further: potency means the concentration at half of the fitted maximal effect; % of control where 0% means no effect
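Fluorescence anisotropy tracks displacement of a FITC-tagged PTAP peptide (50 nM) from the Tsg101 binding domain (10 uM), following a 20 min room-temperature incubation at pH 7.5.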
Mito fusion yeast: qHTS Assay for Small Molecule Inhibitors of Mitochondrial Division or Activators of Mitochondrial Fusion. S. cerevisiae fusion-defective mutant growth rescue, CellTiterGlo 48 h. Potency, µM (series often up to 46.1 µM), for inactives: at the highest dose growth rescue (activation), hits mostly activators. hit rate 0.23% among 320,000;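 further: potency means the concentration at half of the fitted maximal effect; % of control where 0% means no effect; nearly all actives have a fitted effect of over 45% in size; temperature-sensitive fusion mutants such as fzo1-1 at 37 °C on non-fermentable ethanol glycerol medium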
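Read-out: ATP-based luminescence (CellTiterGlo, 10 min ambient) reporting growth of fusion-defective ts yeast after 48 hours at 37C on glycerol/ethanol YPEG medium in the presence of compound.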
MLL CXXC-DNA inh: qHTS Fluorescence Polarization Assay for Inhibitors of MLL CXXC domain - DNA interaction; Histone-lysine N-methyltransferase 2A (Homo sapiens), Q03164; MLL-CXXC / FITC-HOXA9 DNA fluorescence polarization; Potency, µM (highest dose often 115 µM), without a hit: at the highest dose activity change, negative = inhibition, actives largely listed as inhibitors; hit rate 0.037% among 290,000; active means well fitted inhibition curve with a large enough effect in the polarisation, with a control signal flat, not every such curve was filed as active; inconclusive means small, poorly fitted or top-dose-only effect, or effect the other way, or a change in a side signal; inactive means no such curve, though single readings can be large or run the other way; the % refers to the polarisation; further: potency means the concentration at half of the fitted maximal effect
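Steps: dispense CXXC domain solution (7 uM) → pin compounds or unlabeled HOX-A9 DNA control → 5 min ambient → add FLSN-HOX-A9 solution (50 nM) → spin → 30 min ambient → fluorescence polarization. Tris pH 7.5/NaCl/DTT/BSA buffer.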
TCR activator: Activators of T cell receptors: qHTS campaign | primary human leukocytes, anti-CD3, IL-2 HTRF, 48 h | Potency, µM (series often up to 9.22 µM), for the others: at the top dose activation of IL-2 secretion, actives largely listed as activators | 330,000 tested, under 10 active; further: % of control where 0% means no effect
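Activity was scored as IL-2 release from primary human leukocytes given only a TCR signal (a-CD3 beads) plus compound for 48 hr. Detection used a two-antibody HTRF format read at 665nm.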
MBNL1 CUG block: qHTS Assay for Inhibitors of MBNL1-poly(CUG) RNA binding; Muscleblind-like protein 1 (Homo sapiens), Q9NR56; TR-FRET MBNL1-His/biotin-(CUG)12 binding, 665/545 ratio; Potency, µM (series often up to 57.5 µM), for inactives: at the highest dose activity change, negative = inhibition, usual class: inhibitors; hit rate 0.036% among 280,000; AID 2675, 2010; active means well fitted inhibition curve with a large enough effect in the signal ratio, with a control signal flat, not every such curve was filed as active; inconclusive means small, poorly fitted or top-dose-only effect, or effect the other way, or a change in a side signal; inactive means no such curve, though single readings can be large or run the other way; the % refers to the signal ratio; further: potency means the concentration at half of the fitted maximal effect; on the % scale 0 is the no-effect control and ±100 the full control effect
Target sequence (Q9NR56 whole entry, looked up): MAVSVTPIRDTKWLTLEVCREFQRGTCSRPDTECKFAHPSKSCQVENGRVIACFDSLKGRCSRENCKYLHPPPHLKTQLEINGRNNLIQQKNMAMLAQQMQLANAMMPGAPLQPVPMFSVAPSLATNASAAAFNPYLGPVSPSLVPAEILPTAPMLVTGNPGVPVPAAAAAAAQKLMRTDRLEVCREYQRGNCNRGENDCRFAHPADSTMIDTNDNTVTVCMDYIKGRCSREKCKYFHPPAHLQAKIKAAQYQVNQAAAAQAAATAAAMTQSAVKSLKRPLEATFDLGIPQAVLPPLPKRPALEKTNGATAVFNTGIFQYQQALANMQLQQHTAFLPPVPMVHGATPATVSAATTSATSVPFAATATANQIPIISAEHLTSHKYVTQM
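His-tagged MBNL1 binding to biotinylated (CUG)12 RNA was measured by TR-FRET using terbium anti-His antibody (0.055 ng/ul final) and streptavidin-XL665 (5 nM final). Compounds were titrated 92 nM to 58 uM; 60 min at room temperature.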
A-T KAP1 phos: qHTS Assay for Identifying a Potential Treatment of Ataxia-Telangiectasia. hit rate 0.19% among 320,000. […] A-T fibroblasts, KAP-1 phosphorylation AlphaLISA; neocarzinostatin DNA damage 30 min before lysis. Potency, µM (top dose mostly 57.5 µM), without a hit: at the top dose activation, usual class: activators; further: potency means the concentration at half of the fitted maximal effect; % of control where 0% means no effect; nearly all actives have a fitted effect of over 45% in size
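ATM-like activity read as KAP-1 phosphorylation via AlphaLISA donor/acceptor antibody pairs after lysis and 6 hr at 25C. Cells were ATM-null patient fibroblasts ([…], hTERT), dosed 60 min, then exposed to the DSB inducer NCS for 30 min.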
The depositor's hits bear a star; [ ] = another dose, or the depositor's remark. Unless noted, the call rests on the fitted dose curve; in most records, active means well fitted curve in the direction sought with a large enough effect; inconclusive means small, poorly fitted or top-dose-only effect, or another doubt; inactive means no such curve, though single readings can be large; an effect the other way counts as inactive or inconclusive. This is a subset, so the mix of outcomes need not match the whole.

Screening O[C@H]1COC2C1OC[C@@H]2O (stereo partly drawn) returned TSHR antag 10, S-ASM inh 0%, Menin-MLL TR inh -2%, TSG101-PTAP inh -1%, Mito fusion yeast -1%, MLL CXXC-DNA inh 11%, TCR activator 2%, MBNL1 CUG block 1% and A-T KAP1 phos -1%.
`CC(NS(=O)(=O)c1ccccc1)C(=O)Nc1nccs1` (stereo not drawn) gave TSHR antag -8, a7 integrin act 1%, S-ASM inh 4%, Menin-MLL TR inh 0%, TSG101-PTAP inh -2%, Mito fusion yeast 7%, MLL CXXC-DNA inh 4%, MBNL1 CUG block -10% and A-T KAP1 phos 2%.
`Oc1c(CN2CCOCC2)ccc(CN2CCOCC2)c1O` gave a7 integrin act -36%, S-ASM inh -1%, TSG101-PTAP inh 1% and TCR activator -5%.
Screening CCOC(=O)C(CCCCP(=O)(c1ccccc1)c1ccccc1)(NC(C)=O)C(=O)OCC returned TSHR antag -1, a7 integrin act -13%, S-ASM inh -2%, TSG101-PTAP inh -3%, Mito fusion yeast -3%, MLL CXXC-DNA inh -1%, TCR activator 3%, MBNL1 CUG block 3% and A-T KAP1 phos 4%.
CC(=O)Nc1ccc(-c2csc(NC(=O)C3=COCCO3)n2)cc1 was read as TSHR antag -18, a7 integrin act 5%, S-ASM inh -5%, TSG101-PTAP inh 5%, Mito fusion yeast 2%, TCR activator 2% and A-T KAP1 phos 9%.
For Cc1cc(C)c2c(n1)SCC(=O)N2CC(=O)Nc1cccc(Cl)c1 the results were TSHR antag -15, a7 integrin act 9%, S-ASM inh -2%, Menin-MLL TR inh 17%, TSG101-PTAP inh -2%, Mito fusion yeast 7%, TCR activator -8%, MBNL1 CUG block -4% and A-T KAP1 phos 6%.
`O=C(OCC(=O)N1CCN(c2ccccc2)CC1)c1ccc([N+](=O)[O-])s1` gave a7 integrin act -47%[inhibitor], S-ASM inh 2%, TSG101-PTAP inh -6% and A-T KAP1 phos 13%.
For CCn1c(SCC(=O)c2ccc(C)cc2)nnc1-c1ccoc1C the results were TSHR antag 5, a7 integrin act -9%, S-ASM inh 0%, Menin-MLL TR inh -22%, TSG101-PTAP inh -1%, Mito fusion yeast 6%, MLL CXXC-DNA inh -9%, TCR activator -3%, MBNL1 CUG block -14% and A-T KAP1 phos 12%.
Screening CCc1ccccc1NC(=O)CSc1nnc([C@@H]2CCCN2C(=O)OC(C)(C)C)o1 returned TSHR antag 6, a7 integrin act -46%[inhibitor], S-ASM inh 4%, Menin-MLL TR inh -10%, TSG101-PTAP inh 1%, Mito fusion yeast 0%, MLL CXXC-DNA inh 1%, TCR activator -24%, MBNL1 CUG block 5% and A-T KAP1 phos 8%.
`COCCCN1C(=O)C(O)=C(C(=O)c2ccco2)C1c1cccc(Br)c1` (stereo not drawn) gave TSHR antag 11, a7 integrin act -24%, S-ASM inh -2%, Menin-MLL TR inh -13%, TSG101-PTAP inh -4%, Mito fusion yeast 0%, MLL CXXC-DNA inh 0%, TCR activator -13%, MBNL1 CUG block 29% and A-T KAP1 phos 0%.
Screening O=C(NCc1ccco1)c1ccc([N+](=O)[O-])o1 returned TSHR antag 9, a7 integrin act -37%[inhibitor], S-ASM inh -1%, Menin-MLL TR inh 24%, TSG101-PTAP inh 0%, Mito fusion yeast -2%, MLL CXXC-DNA inh -5%, TCR activator 1%, MBNL1 CUG block inconclusive and A-T KAP1 phos -5%.
For Cn1c(C(=O)NCCOc2ccccc2Cl)cc(=O)n(C)c1=O the results were TSHR antag 3, a7 integrin act 9%, S-ASM inh -3%, Menin-MLL TR inh -9%, TSG101-PTAP inh -3%, Mito fusion yeast 5%, MLL CXXC-DNA inh 2%, TCR activator 7%, MBNL1 CUG block 3% and A-T KAP1 phos 1%.
Screening S=C(c1ccc(OCc2ccccc2)cc1)N1CCCC1 returned TSHR antag -26, a7 integrin act inconclusive, S-ASM inh 6%, Menin-MLL TR inh 0%, TSG101-PTAP inh 0%, Mito fusion yeast -9%, MLL CXXC-DNA inh 7%, TCR activator 5%, MBNL1 CUG block -5% and A-T KAP1 phos 6%.
`O=C(CC1C(=O)NCCN1Cc1ccc(F)cc1)NC1CCCCCCC1` (stereo not drawn) gave TSHR antag 6, a7 integrin act -14%, S-ASM inh -1%, TSG101-PTAP inh 5%, Mito fusion yeast 1%, MLL CXXC-DNA inh 0%, TCR activator 8%, MBNL1 CUG block 9% and A-T KAP1 phos -11%.
Screening COC(=O)C[C@H]1c2cc(C(F)(F)F)ccc2S(=O)(=O)N1Cc1ccccc1OC returned a7 integrin act 20%, S-ASM inh -6%, TSG101-PTAP inh -3% and TCR activator 0%.
CC(=O)N(C(C)=O)c1ccc2nc(C)[nH]c(=O)c2c1 was read as TSHR antag -3, a7 integrin act -2%, S-ASM inh -2%, Menin-MLL TR inh -6%, TSG101-PTAP inh -2%, Mito fusion yeast 6%, MLL CXXC-DNA inh -1%, TCR activator 3%, MBNL1 CUG block -5% and A-T KAP1 phos -9%.
Cc1ccc(N(CC(=O)NCC2CCCO2)C(=O)CCC(=O)Nc2cc(C)on2)cc1 (stereo not drawn) was read as TSHR antag 0, a7 integrin act -10%, S-ASM inh 2%, Menin-MLL TR inh -8%, TSG101-PTAP inh -2%, Mito fusion yeast -4%, MLL CXXC-DNA inh 13%, TCR activator 2%, MBNL1 CUG block 1% and A-T KAP1 phos -3%.
Screening O=C(Oc1cccc(Cl)c1)N1CCOCC1 returned TSHR antag 0, a7 integrin act 6%, S-ASM inh -3%, Menin-MLL TR inh 0%, TSG101-PTAP inh -1%, Mito fusion yeast 0%, MLL CXXC-DNA inh 0%, MBNL1 CUG block 3% and A-T KAP1 phos 4%.
For CCN(CC(=O)NCc1cccs1)c1ccc(S(=O)(=O)N2CCOCC2)cn1 the results were TSHR antag -6, a7 integrin act 2%, S-ASM inh 0%, Menin-MLL TR inh 8%, TSG101-PTAP inh -4%, Mito fusion yeast 1%, MLL CXXC-DNA inh -1%, TCR activator -6%, MBNL1 CUG block -4% and A-T KAP1 phos 6%.
For CCn1cc(CCC(=O)NC(C)c2ccccc2)c2ccccc21 (stereo not drawn) the results were TSHR antag -2, a7 integrin act inconclusive, S-ASM inh 3%, Menin-MLL TR inh -2%, TSG101-PTAP inh -6%, Mito fusion yeast -2%, MLL CXXC-DNA inh 6%, TCR activator 14%, MBNL1 CUG block -1% and A-T KAP1 phos -3%.
`Cc1cc(C)nc(Sc2ccc3nnc(C(F)(F)C(F)(F)C(F)(F)F)n3n2)n1` gave TSHR antag -2, a7 integrin act -6%, S-ASM inh -1%, Menin-MLL TR inh 11%, TSG101-PTAP inh -5%, Mito fusion yeast -15%, MLL CXXC-DNA inh 0%, TCR activator 0%, MBNL1 CUG block 0% and A-T KAP1 phos -6%.
`O=C(CN1C(=O)c2ccccc2S1(=O)=O)Nc1ccc(S(=O)(=O)N2CCCCC2)cc1` gave a7 integrin act 27%, S-ASM inh -2%, Menin-MLL TR inh 0%, TSG101-PTAP inh -7%, Mito fusion yeast -5%, MLL CXXC-DNA inh -3%, TCR activator 0% and MBNL1 CUG block -8%.
For CC(=O)N1CC2(c3ccccc3)CN(C(C)=O)CC(c3ccccc3)(C1)C2=O the results were TSHR antag 1, a7 integrin act 2%, S-ASM inh 4%, Menin-MLL TR inh -6%, TSG101-PTAP inh -3%, Mito fusion yeast -2%, MLL CXXC-DNA inh -1%, TCR activator 0%, MBNL1 CUG block -14% and A-T KAP1 phos 0%.
Screening O=C(c1ccc2c(c1)OCO2)C1CCCN(C2CCN(CCc3ccccc3)CC2)C1 (stereo not drawn) returned TSHR antag -4, a7 integrin act -1%, S-ASM inh 1%, Menin-MLL TR inh inconclusive, TSG101-PTAP inh 1%, Mito fusion yeast -1%, MLL CXXC-DNA inh 7%, MBNL1 CUG block 2% and A-T KAP1 phos -2%.
`Cn1cc(CN2CCCC(C(=O)c3ccc(-c4ccccc4)c(F)c3)C2)cn1` (stereo not drawn) gave TSHR antag -5, a7 integrin act -62%[inhibitor], S-ASM inh -1%, Menin-MLL TR inh -5%, TSG101-PTAP inh 0%, Mito fusion yeast 15%, MLL CXXC-DNA inh -16%, TCR activator 5%, MBNL1 CUG block 1% and A-T KAP1 phos 5%.
